Screening data from PubChem.
LYP phosphatase = PTPN22 lymphoid phosphatase activity blockers – biochemical, fluorescence intensity, uHTS (AID 1779); recombinant LYP phosphatase, fluorescence intensity; higher % means a stronger effect; inhibition, % at 11.5 µM, or IC50 in µM where a hit was titrated; actives 0.054% (n = 290,000); in the data active = inhibition above about 50%;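 also: plate controls were vehicle with enzyme for no effect and no enzyme for full effect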
MgcRacGAP inhibition = MgcRacGAP GTPase-activating activity inhibitors, confirmation, biochemical, ADP Hunter fluorescence. MgcRacGAP-stimulated Rac1 GTP hydrolysis, ADP Hunter fluorescence; higher % means a stronger effect; GST-tagged Rac1 F28L mutant substrate. inhibition, % at 30 µM, or IC50 in µM where a hit was titrated. actives 0.6% (n = 340,000). AID 624330;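 active = first-screen hits whose inhibition reached a set limit at any dose in the follow-up dose series; inconclusive = inhibition above the set first-screen limit but never retested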;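 also: fluorescence reports GDP produced by GAP-driven GTP hydrolysis; strong numbers were not always called active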
CSM14.1 death rescue = protection against thapsigargin-triggered cell killing – 384-well, CSM14.1, ATP luminescence, primary screen (AID 1222) | CSM14.1 thapsigargin-induced death rescue, ATP luminescence; higher % means a stronger effect | cellular ATP content (survival), % at 20 µM; hits with a dose series show EC50 in µM | 190,000 tested, under 10 active;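 active = EC50 below 50 µM in the dose-response confirmation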;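 also: death triggered by thapsigargin at about 15 µM added after 2 h compound pretreatment; cell ATP read after overnight thapsigargin exposure of roughly 18 to 22 hours; normalized against plate controls of thapsigargin alone and 5% DMSO vehicle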
NS5 inhibitors = Dengue-2 NS5 methyltransferase inhibitors, primary screen, biochemical, confirmation dose response (AID 588689); Dengue-2 NS5 methyltransferase capping enzyme assay, biochemical; higher % means a stronger effect; inhibition, % at 25 µM; hits with a dose series show IC50 in µM; actives 0.3% (n = 340,000); in the data active = a potency from the dose series; inconclusive = inhibition above about 29% without an active follow-up result
RSV antiviral HEp-2 = inhibition of RSV-induced cytopathic effect – HEp-2 cells, primary 10 µM value included (AID 2391); one-dose CPE inhibition, % at 10 µM; IC50 in µM for titrated hits; HEp-2 cells, RSV-induced CPE inhibition; higher % means a stronger effect; actives 0.13% (n = 310,000); in the data active = a potency from the dose series; inconclusive = CPE inhibition mostly from about 23% at the one dose, without a potency; inactive = the rest, 99 in 100 with CPE inhibition below about 21%; also: strong numbers were not always called active
GPR35 antagonists = GPR35 antagonists blocking zaprinast-driven arrestin recruitment, primary screen, imaging, U2OS, beta-arrestin-GFP, zaprinast agonist (AID 2058); U2OS GPR35 beta-arrestin-GFP translocation imaging, zaprinast antagonism; higher % means a stronger effect; one-dose inhibition, % at 10 µM; IC50 in µM for titrated hits; actives 0.052% (n = 290,000);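 active = inhibition of at least 50% with at least 30 cells and total cytoplasm GFP at most 10,000,000; inconclusive = under 30 cells or total GFP of 10,000,000 plus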
PhoP inhibition = inhibitors of PhoP regulon expression, primary screen, Salmonella Typhimurium, GFP reporter (AID 1863) | S. Typhimurium PhoP-regulated promoter GFP reporter, 4 h; higher % means a stronger effect | one-dose inhibition, % at 50 µM; IC50 in µM for titrated hits | actives 0.16% (n = 300,000);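 active = inhibition over 29.93%, a cutoff 3 SD above the screen mean, later confirmed by dose response; inconclusive = inhibition over 29.93% but no dose response follow-up; inactive = inhibition at most 29.93% or unconfirmed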;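 also: 0% = low Mg2+ inducing control and 100% = high Mg2+ repressing control; strong numbers were not always called active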
SV40 large T antigen = TAg ATPase/helicase activity blockers – biochemical (AID 1903); SV40 large T antigen ATPase/helicase inhibition assay; higher % means a stronger effect; inhibition, % at 20 µM, or IC50 in µM where a hit was titrated; actives 0.39% (n = 310,000); in the data active = a potency from the dose series; inconclusive = inhibition mostly from about 32% at the one dose, without a potency; inactive = the rest, 99 in 100 with inhibition below about 32%; also: strong numbers were not always called active
West Nile antiviral = West Nile virus antiviral activity, cell-based, CPE readout (AID 1621); actives 0.02% (n = 290,000); West Nile virus-infected cells, CPE inhibition; higher % means a stronger effect; CPE inhibition, % at 10 µM; hits with a dose series show IC50 in µM; in the data active = a potency from the dose series; inconclusive = CPE inhibition mostly from about 3.7% at the one dose, without a potency; inactive = the rest, 99 in 100 with CPE inhibition below about 2.2%; also: strong numbers were not always called active
NS5 inhibitors pilot replicate = second read-out of NS5 inhibitors, no call of its own (marks repeat the call); inhibition, %; measured here: pilot screen replicate inhibition
An asterisk follows results filed as active; ? = inconclusive; . = no result given.

SMILES | LYP phosphatase | MgcRacGAP inhibition | CSM14.1 death rescue | NS5 inhibitors | RSV antiviral HEp-2 | GPR35 antagonists | PhoP inhibition | SV40 large T antigen | West Nile antiviral | others
Cc1ccc(NCc2nnc3n2CCCCC3)cc1 | -6% | -2% | -1.4% | 1% | 0.0% | -3% | 10% | 13% | -0.5%
COc1cc(-c2nc3ccccc3c(=O)n2N)cc(OC)c1OC | -16% | 10% | 0.0% | -4% | 0.5% | 10% | -4% | 10% | -0.3%
Cn1nc(-c2ccccc2)cc1NC(=O)c1ccccc1 | -6% | 8% | . | -5% | 0.9% | -1% | -8% | 3% | -0.5%
CCOc1ccc(C(=O)OCC(=O)c2c(N)n(C)c(=O)n(C)c2=O)cc1OCC | -2% | 6% | -3.7% | -2% | 0.8% | 14% | -3% | 1% | 0.2%
COc1ccc(NS(=O)(=O)c2cc(NC(=O)c3cnc(C)cn3)ccc2N2CCCCC2)cc1 | 4% | 4% | -0.4% | 0% | 7.6% | -8% | 7% | 10% | -0.8%
CCOc1ccccc1NC(=O)CSc1nc2c(c(=O)n1C)SC(C)C2 (centres undefined) | 3% | 10% | -3.8% | -1% | 22% | 17% | -2% | 10% | -0.3%
NNC(=O)c1nnn(-c2nonc2N)c1CN1CCc2ccccc2C1 | -3% | -5% | -2.0% | -1% | -0.9% | 3% | 0% | 20% | -1.0%
O=C(CCCC(=O)N1CCN(c2cccc(Cl)c2)CC1)c1ccccc1 | -11% | 6% | . | 0% | 4.4% | -6% | . | . | -1.0%
FC(F)(F)c1ccccc1NC(=S)N1CCc2ccccc2C1 | -4% | 7% | 1.2% | -11% | -1.3% | -6% | -3% | -2% | -1.9%
COc1ccc(NC(=O)CN2CCN(C3c4ccccc4-c4ccccc43)CC2)c(OC)c1 | 6% | 1% | 8.9% | -3% | 19% | 24% | -8% | 9% | 1.3%
C=CCOc1ccccc1/C=N/NC(=O)c1ccc(Cl)cc1Cl | 0% | 1% | -2.1% | -6% | 2.2% | -1% | -7% | 5% | -0.5%
Cc1ccc(N(C)S(=O)(=O)c2cccc(C(=O)Nc3nc4ccccc4[nH]3)c2)cc1 | -6% | 13% | -2.0% | -6% | 18% | -4% | 13% | 11% | -0.4%
CCOc1ccc(NS(=O)(=O)c2cc(C(=O)N(CC)CC(=O)NCc3cccs3)ccc2C)cc1 | . | 8% | . | -2% | -0.2% | . | 2% | 16% | .
Cc1ccccc1NC(=O)CC1(c2ccc(N(C)C)cc2)C(=O)c2ccccc2C1=O | 2% | 6% | 0.6% | -2% | 0.4% | -5% | -7% | 24% | -0.5%
CCOC(=O)C(=O)N/N=C/c1ccco1 | -1% | 12% | . | 13% | 0.1% | 12% | -19% | 11% | 0.5%

Of the compounds above, these have a halogen.
SMILES | LYP phosphatase | MgcRacGAP inhibition | CSM14.1 death rescue | NS5 inhibitors | RSV antiviral HEp-2 | GPR35 antagonists | PhoP inhibition | SV40 large T antigen | West Nile antiviral | others
O=C(CCCC(=O)N1CCN(c2cccc(Cl)c2)CC1)c1ccccc1 | -11% | 6% | . | 0% | 4.4% | -6% | . | . | -1.0%
FC(F)(F)c1ccccc1NC(=S)N1CCc2ccccc2C1 | -4% | 7% | 1.2% | -11% | -1.3% | -6% | -3% | -2% | -1.9%
C=CCOc1ccccc1/C=N/NC(=O)c1ccc(Cl)cc1Cl | 0% | 1% | -2.1% | -6% | 2.2% | -1% | -7% | 5% | -0.5%

Additional records
SMILES | LYP phosphatase | MgcRacGAP inhibition | CSM14.1 death rescue | NS5 inhibitors | RSV antiviral HEp-2 | GPR35 antagonists | PhoP inhibition | SV40 large T antigen | West Nile antiviral | others
COc1ccc(-n2nc(C(N)=O)nc2-c2ccccc2)cc1 | -7% | 12% | . | -11% | -1.1% | -11% | 10% | 6% | -0.4% | NS5 inhibitors pilot replicate=-5.5
Cc1c(Cl)cccc1Nc1ccccc1C(=O)O | -1% | 3% | -0.4% | -1% | 3.2% | 1% | -17% | 14% | 0.6%
Cc1ccc(-c2nn(-c3ccccc3)cc2CSC(=N)N)cc1 | -6% | -10% | -1.9% | -10% | 66% | 6% | 2% | 9% | 1.6%
O=C(Nc1cc2c(cc1C(=O)O)OCCCO2)c1ccc(C(F)(F)F)cc1 | 0% | 8% | . | 2% | 19% | -20% | -9% | 13% | -0.6%
Cc1nc(CCNC(=O)Cc2ccc(Cl)cc2)cs1 | -4% | 1% | . | -7% | 2.7% | 2% | 8% | 1% | 0.0%
CC(C)Nc1nc(-c2cccnc2)nc(-c2ccccc2)c1C#N | -8% | 11% | . | -3% | 1.4% | 9% | 0% | 10% | 0.0%
Cn1c(=N)n(CC(=O)c2ccc(Cl)c(Cl)c2)c2ccccc21 | -4% | 5% | . | -3% | 0.3% | -13% | . | 1% | 2.8%
Cn1c(=O)[nH]c(=O)c2c1nc(N1CCNCC1)n2Cc1cccc2ccccc12 | -3% | 11% | -2.0% | -5% | 1.4% | 6% | 6% | 2% | 0.1%
O=C(NN/C(=N/S(=O)(=O)c1ccc(Cl)cc1)c1ccccc1)c1cccc(Cl)c1 | 0% | 7% | . | -11% | 7.3% | -15% | -2% | 8% | 0.3%
Cc1ccc(-c2n[nH]c(=O)c3ccccc23)cc1S(=O)(=O)Nc1ccccc1 | -6% | 12% | 1.3% | -7% | 8.3% | 9% | 8% | -4% | 0.7%
N#CC(C(=O)NC1CCCCC1)c1nc2ccccc2nc1N1CCN(c2ccccc2F)CC1 (centres undefined) | -2% | 5% | 0.3% | ? | 1.4% | -14% | -1% | 4% | .
Cc1nnc(SCC(=O)Nc2ccc3c(c2)OCO3)n(N)c1=O | -10% | 4% | -1.5% | 0% | 1.8% | -8% | -6% | 15% | -0.7%
Cc1ccc(C(=O)NC(=S)Nc2ccccc2C(F)(F)F)cc1C | 1% | 12% | -3.7% | -7% | 3.1% | 30% | 12% | -1% | 1.1%
CC(C)C(C)NC(=O)COc1ccc(OCc2ccccc2)cc1 (centres undefined) | -3% | 15% | 0.6% | -11% | 19% | -5% | 8% | 3% | -0.4%
c1ccc(-c2nc(C3CCCCC3)c3ccccc3n2)cc1 | . | -7% | . | 6% | 1.7% | . | 11% | 8% | .

The closing three records of the part above open the next one.
SMILES | LYP phosphatase | MgcRacGAP inhibition | CSM14.1 death rescue | NS5 inhibitors | RSV antiviral HEp-2 | GPR35 antagonists | PhoP inhibition | SV40 large T antigen | West Nile antiviral | others
Cc1ccc(C(=O)NC(=S)Nc2ccccc2C(F)(F)F)cc1C | 1% | 12% | -3.7% | -7% | 3.1% | 30% | 12% | -1% | 1.1%
CC(C)C(C)NC(=O)COc1ccc(OCc2ccccc2)cc1 (centres undefined) | -3% | 15% | 0.6% | -11% | 19% | -5% | 8% | 3% | -0.4%
c1ccc(-c2nc(C3CCCCC3)c3ccccc3n2)cc1 | . | -7% | . | 6% | 1.7% | . | 11% | 8% | .
FC(F)(F)c1ccccc1-c1nc(-c2ccncc2)no1 | -1% | 5% | . | -1% | 51% | -4% | -4% | 8% | -0.1%
CCOC(=O)C1=NOC(CN(c2ccccc2)S(=O)(=O)c2ccc(Cl)cc2)C1 (centres undefined) | 4% | 10% | -0.9% | -11% | 1.1% | 22% | -5% | 20% | .
Nc1cc(=O)[nH]c(SCc2ccccc2Cl)n1 | -6% | 12% | . | 1% | 1.2% | -2% | -5% | 0% | 0.9% | NS5 inhibitors pilot replicate=-1.2
COc1cc2c(cc1OC)C(C)N(C(=O)CCN1C(=O)C3C4C=CC(C4)C3C1=O)CC2 (centres undefined) | -4% | 3% | 0.9% | -2% | 0.8% | -5% | 0% | 3% | -0.1%
Cc1cccc(OCCNc2cc(N3CCOCC3)ccc2[N+](=O)[O-])c1 | 6% | 5% | -2.9% | -8% | 5.5% | -7% | -8% | 3% | 2.9%
CCC(CC)C(=O)NCc1ccc(Cl)cc1 | -1% | -8% | -1.1% | -3% | 1.0% | -20% | -6% | 7% | -0.2%
CCS(=O)(=O)N1CCCC(C(=O)NCc2ccc3c(c2)OCO3)C1 (centres undefined) | -8% | 10% | -1.4% | 3% | 1.7% | -8% | 7% | 18% | 0.1%
O=C(Cn1ncc2c3ccccc3n(Cc3ccc(F)cc3)c2c1=O)N1CCN(c2ncccn2)CC1 | -3% | 6% | 0.1% | -16% | ? | -8% | 9% | 15% | -0.3%
COc1ccc(Nc2nc(Cl)nc(Nc3ccc(OC)cc3)n2)cc1 | -5% | 5% | -0.3% | -13% | -0.7% | -9% | 8% | 18% | -0.1%
Cc1ccc(NC(=O)COc2ccccc2CNC(C)(C)CC(C)(C)C)cc1 | -2% | 7% | 1.4% | -4% | 5.5% | 1% | 2% | 3% | -2.2%
CCOC1=C/C(=C/c2c(N)n3nc(CC(=O)N4CCCC4)sc3nc2=O)C=CC1=O | -7% | 21% | . | -119% | 2.3% | 12% | 0% | ? | 0.1%
Cc1cc(=O)oc2c(C)c(OCC(=O)N(C)C)ccc12 | -9% | 7% | -3.0% | -5% | 0.1% | -6% | 7% | 6% | 0.0%
Cc1[nH]n(-c2ccccc2)c(=O)c1N=Nc1nccs1 | 3% | 10% | 6.4% | 55% | -0.5% | 2% | 14% | 10% | 1.9%
O=c1c2ccccc2nc(-c2ccc([N+](=O)[O-])cc2)n1O | 4% | -3% | . | 1% | 1.9% | -2% | -4% | 2% | 0.2%
CCN(CC)c1ccc(S(=O)(=O)N2CCOCC2)cc1NC(=O)CN1CCN(Cc2ccccc2)CC1 | -6% | 85µM* | . | -2% | 1.6% | -6% | 0% | 6% | -0.5%
CCN(CC)S(=O)(=O)c1ccc2[nH]cc(C(=O)NCCCN3CCCCC3C)c(=O)c2c1 (centres undefined) | -9% | 9% | 4.6% | -3% | -0.9% | 3% | 6% | -3% | 1.9%
CCn1c(COc2ccc(Cl)cc2)nnc1SCC(=O)Nc1ccc2c(c1)OCO2 | 2% | 10% | -1.0% | -3% | 2.4% | 0% | -4% | -1% | 0.1%
CC1CCCN(S(=O)(=O)c2csc(C(N)=O)c2)C1 (centres undefined) | -10% | -13% | . | -22% | 0.8% | -2% | -1% | 5% | 0.4%
